Growth percent in the NCI-60 one-dose screen (48 h, 10 µM unless noted): 100 = growth as untreated, 0 = no growth, -100 = all killed.
KM12 – KM12 colon cancer cells; hit rate 5% among 82,000
NCI/ADR-RES – NCI/ADR-RES ovarian cells; hit rate 4.4% among 81,000; AID 1794790
NCI-H226 – NCI-H226 lung cancer; hit rate 3.5% among 79,000
COLO 205 – COLO 205 colon cancer. hit rate 7.3% among 79,000
IGROV1 – IGROV1 ovarian cancer; hit rate 4.7% among 79,000; AID 1794786
NCI-H522 – NCI-H522 lung cancer | hit rate 8% among 78,000 | AID 1794739
NCI-H322M – NCI-H322M lung cancer; hit rate 2.7% among 80,000
NCI-H460 – NCI-H460 lung cancer; AID 1794736; hit rate 6.8% among 82,000
NCI-H23 – NCI-H23 lung cancer; hit rate 4% among 80,000; AID 1794731
Numbers without * were called inactive; nt = not tested or not shown; & = joins results of further samples. How the source made its calls: active means growth percent below 10; inactive means the rest.

SMILES	KM12	NCI/ADR-RES	NCI-H226	COLO 205	IGROV1	NCI-H522	NCI-H322M	NCI-H460	NCI-H23
COc1cc(NCCN=C(N)NC(N)=NC(C)C)c2ncccc2c1	30	99	95	20	-4.1*	-3.0*	47	82	45
CCCCCC/C=N\NC(=O)OCC	107	104	114	112	94	110	87	117	98
COc1cccc(-c2nn(-c3ccccc3)cc2-c2ccnc(NCCCNC(=O)c3ccc(F)cc3)c2)c1	19	14	60	32	48	52	81	46	53
COc1ccc(-c2nc(/C=C3\SC(=NCc4ccccc4)NC3=O)c3ccccn23)cc1	-78*	-4.5*	5.7*	-69*	-45*	-36*	20	-55*	-73*
CCCN1CCN(c2ccc3nc(-c4ccc5nc(-c6cc(OC)ccc6OC)[nH]c5c4)[nH]c3c2)CC1	32	111	nt	nt	103	113	115	100	103
CN(C)CCCNC(=O)c1cncnc1Nc1ccc2c(ccn2Cc2cccc(F)c2)c1	98	99	99	85	90	98	99	96	96
CC(=O)C1(C)C(=O)N(c2ccc(C)cc2)C(=O)N1c1ccc(C)cc1 (stereo not drawn)	101	102	108	114	104	97	114	104	105
COc1ccc(NC(=S)/N=C2\NN=C(c3ccccc3)CS2)cc1	100	100	96	nt	111	88	99	107	96
O=C(N=Nc1c(O)[nH]c2ccc(Cl)cc12)c1ccc2nc(-c3ccc(Cl)cc3)[nH]c2c1	42	95	51	-18*	-11*	-27*	31	12	-72*
COc1cc(Cc2cc(-c3ccccc3)nn(CC(=O)c3ccccc3)c2=O)cc(OC)c1OC	91	74	61	102	85	68	92	90	87
CC(C)(C(N)=O)N1CCN(c2ccccc2)CC1	115	103	107	110	123	138	115	123	104
COc1cc(-c2cc(-c3ccc(Nc4ncnc5cc(Cl)ccc45)cc3)nc(N3CCCC3)n2)cc(OC)c1OC	101	99	93	105	97	77	94	103	95
O=C(O)CCCCCCCCCCN1C(=O)CSC1=S	95	98	95	130	104	90	100	102	96
Cc1ccc(/C(=N\N=C(N)N)C2CC2)cc1C	105	108	97	104	96	92	95	110	96
COCOc1cc2c(=O)c(C)c(C(=O)N[C@@H](Cc3ccccc3)C(O)C(=O)NCCc3ccc(OC)cc3)oc2cc1OC (stereo partly drawn)	109	110	124	139	116	107	110	123	113
COC(=O)c1oc2c(C(C)=O)c(OCCCN(C)C)ccc2c1C	100	87	96	109	30	86	82	118	97
O=C(CCn1cnc2c(cc(-c3ccccc3)n2-c2ccccc2)c1=O)Nc1ccccc1	103	98	96	108	99	nt	101	104	86
O=C(N=Nc1c(O)n(Cc2ccccc2)c2ccccc12)c1ccc(Cl)cc1	80	74	71	68	72	75	79	44	73
C=C1C(=O)O[C@H]2[C@H]1CC/C(Cn1cc(CNCCc3c[nH]c4ccc(Cl)cc34)nn1)=C\CC[C@@]1(C)O[C@@H]21	83	102	91	nt	2.1*	-91*	86	99	93
Cc1nnc2nc(-c3ccccc3)nc(-c3ccccc3)n12	102	98	102	133	150	61	113	102	106
O=C(OCC1OC(O)C(OC(=O)c2ccccc2)C1OC(=O)c1ccccc1)c1ccccc1 (stereo not drawn)	99	100	108	nt	88	81	92	105	97
CCCNc1nc2ccccc2c2c(=O)c3cc(OC)ccc3sc12	89	99	108	102	103	82	87	106	86
Cc1cc(C(NC(=O)CCCCCNc2cccc3c2C(=O)N(C2CCC(=O)NC2=O)C3=O)c2ccc3c(c2)OC(F)(F)O3)c(O)c2ncccc12 (stereo not drawn)	40	104	73	111	38	72	71	15	nt
O=C(NCc1ccccc1)NCN1C(=O)c2cccc3cccc(c23)C1=O	96	100	85	103	97	68	94	106	100
CCCO/N=C/c1ccncc1	107	107	102	111	122	107	116	112	102
S=C(S)Nc1cccc2ccccc12	101	102	85	107	89	nt	98	96	101
O=C1Nc2ccccc2/C1=C/c1cn(C[C@@H](O)Cn2c3ccccc3c(=O)c3ccccc32)c2ccccc12	68	85	63	84	54	56	76	74	84
CC(=O)Nc1ccc(S(=O)(=O)/N=C(/C2CCCC2C)N2CCOCC2)cc1 (stereo not drawn)	106&112	111&111	98&98	113&121	112&122	100&107	102&107	106&102	103&103
COc1ccc(NC(=O)CSc2nnc(-c3ccc(-c4nc5ccccc5[nH]4)cc3)o2)cc1	31	50	20	49	36	0.9*	74	0.9*	12
C[N+](C)(C)CC(=O)c1ccccc1	97	103	93	98	105	91	108	109	100
CN1CCN(/C(=N\c2sc(-c3ccccc3)nc2-c2ccccc2)c2ccccc2)CC1	25	90	96	42	83	87	83	43	104
Nc1nn(C(=O)c2cccnc2)cc1-c1ccccc1	104	90	91	136	108	66	105	114	91
CCN(CC)CCOc1ccc(C(=O)CCc2ccccc2)cc1	102	96	94	112	105	100	111	108	93
Cc1ccc(N2N=C(C(=O)N(C)C)N(C)CC2=O)cc1	105	105	101	109	102	98	108	106	97
C/C=C(C)/C=N\O	108	100	95	129	102	101	107	111	105
CC(=O)c1ccc(Nc2nc(SC(C)C)nc(-c3ccc(F)cc3)c2C#N)cc1	101	103	111	110	102	102	103	105	nt
O=C(CSc1nc2ccccc2c(=O)n1CCc1ccccc1)Nc1ccc(S(=O)(=O)Nc2ccc(Cl)nn2)cc1	99	92	88	101	96	87	93	101	90
CCN(CC)Cc1nc2ccccc2c(=O)n1/N=C/c1cc(OC)c(OC)c(OC)c1	99	107	109	105	106	91	103	107	100
CCCCCCCCCOc1c(OC)cc(C2CC(=O)Nc3c2c(C)nn3-c2nc3ccccc3[nH]2)cc1OC (stereo not drawn)	-53*	-1.8*	-62*	3.8*	-51*	-65*	-58*	-23*	-50*
CCCCCOS(=O)(=O)O	105	104	97	113	113	90	117	108	99
CC(C)Sc1nc(Nc2ccc(C(=O)O)cc2)c(C#N)c(-c2ccccc2)n1	97	95	96	114	82	82	88	99	85
COc1ccc2nc(NC(=O)c3cccnc3Nc3ccc(S(N)(=O)=O)cc3)sc2c1	98	104	96	159	134	95	90	99	105
CSc1ccc(Cl)c(C(=O)Nc2sccc2C(N)=O)c1	100	99	80	nt	105	92	124	101	98
NCCCCN(C[C@H]1CN(S(=O)(=O)c2ccc(Cl)cc2)CCN1)[C@H]1CCCc2cccnc21	101	99	75	91	87	96	84	101	107
Nc1ncnc2c1N=C(c1ccc3c(c1)OCO3)CC(c1ccc(Cl)cc1)N2 (stereo not drawn)	72	60	73	68	13	84	71	83	82
CCOc1ccccc1C(=O)/C=C/c1cc2ccccc2[nH]c1=O	-45*	-4.2*	8.2*	-51*	1.3*	-39*	-2.2*	-5.0*	-55*
CCCCCCCCCCCC[n+]1ccc2ccccc2c1	-89*	54	4.2*	-80*	-52*	-39*	17	-13*	-33*
O=C(/C=C/c1cccc(Nc2ccnc3cc(Cl)ccc23)c1)c1ccc(Cl)cc1	63	38	50	80	41	nt	67	67	46

Next section (6 carried over from the part before).
SMILES	KM12	NCI/ADR-RES	NCI-H226	COLO 205	IGROV1	NCI-H522	NCI-H322M	NCI-H460	NCI-H23
CSc1ccc(Cl)c(C(=O)Nc2sccc2C(N)=O)c1	100	99	80	nt	105	92	124	101	98
NCCCCN(C[C@H]1CN(S(=O)(=O)c2ccc(Cl)cc2)CCN1)[C@H]1CCCc2cccnc21	101	99	75	91	87	96	84	101	107
Nc1ncnc2c1N=C(c1ccc3c(c1)OCO3)CC(c1ccc(Cl)cc1)N2 (stereo not drawn)	72	60	73	68	13	84	71	83	82
CCOc1ccccc1C(=O)/C=C/c1cc2ccccc2[nH]c1=O	-45*	-4.2*	8.2*	-51*	1.3*	-39*	-2.2*	-5.0*	-55*
CCCCCCCCCCCC[n+]1ccc2ccccc2c1	-89*	54	4.2*	-80*	-52*	-39*	17	-13*	-33*
O=C(/C=C/c1cccc(Nc2ccnc3cc(Cl)ccc23)c1)c1ccc(Cl)cc1	63	38	50	80	41	nt	67	67	46
COc1ccc(-c2c[nH]c(C(=O)NCCO)c2-c2cc(OC)cc(OC)c2)cc1	100	95	87	104	90	93	93	101	97
CC1=C(C(=O)Nc2ccccn2)C(c2cn(-c3ccccc3)nc2-c2ccc(F)cc2)C(C(=O)Nc2ccccn2)=C(C)N1	89	88	87	104	101	91	89	101	94
COc1cc(CCn2nnc3c(Nc4ccc(N5CCCC5)cc4)ncnc32)cc(OC)c1	69	66	92	96	105	87	92	93	81
COc1ccc(C(=O)C[n+]2cc(Br)cc(Br)c2)cc1	109	105	99	107	107	76	96	84	100
COc1ccc(OC)c(-c2cc(-c3ccc(Cl)cc3)c3c(N)c(C(C)=O)sc3n2)c1	91	87	90	nt	79	61	96	94	91
COc1ccc(-c2nc3ccccn3c2/C=C/C(=O)c2cc(OC)c(OC)c(OC)c2)cc1OC	3.9*	-4.4*	23	18	nt	-5.6*	51	0.6*	16
C#CC[C@@H]1C[C@]2(C)[C@H]3CC=C4[C@H]5[C@@H](C)[C@H](C)CC[C@]5(C(=O)NCCN(CCN)CCN)CC[C@@]4(C)[C@]3(C)CC[C@H]2C(C)(C)[C@H]1OC(C)=O	59	96	75	71	88	89	90	94	95
CN(C)c1ccc(-c2nc3ncc(Br)cc3o2)cc1	113	88	98	81	17	nt	90	109	88
CCOC(=O)c1cnc2nc(NCc3ccc(OC)c(OC)c3)[nH]n2c1=O	104	111	97	100	109	97	nt	107	100
CC1CCN(C(C(=O)c2ccccc2)c2ccccc2)CC1 (stereo not drawn)	100	108	100	96	103	85	102	109	103
COc1cccc(C(=O)NNc2nc(N3CCOCC3)nc(N3CCN(C(c4ccccc4)c4ccccc4)CC3)n2)c1	78	84	84	75	67	87	83	88	84
CC1SC2(CCC(c3ccccc3)CC2)N(NC(=O)Cc2ccccc2Nc2c(Cl)cccc2Cl)C1=O (stereo not drawn)	97	100	nt	98	113	83	116	99	96

Random excerpt: 5 records from the list, in no set order.
SMILES	KM12	NCI/ADR-RES	NCI-H226	COLO 205	IGROV1	NCI-H522	NCI-H322M	NCI-H460	NCI-H23
COc1ccc(OC)c(-c2cc(-c3ccc(Cl)cc3)c3c(N)c(C(C)=O)sc3n2)c1	91	87	90	nt	79	61	96	94	91
COc1cc(CCn2nnc3c(Nc4ccc(N5CCCC5)cc4)ncnc32)cc(OC)c1	69	66	92	96	105	87	92	93	81
CCOC(=O)c1cnc2nc(NCc3ccc(OC)c(OC)c3)[nH]n2c1=O	104	111	97	100	109	97	nt	107	100
CN(C)c1ccc(-c2nc3ncc(Br)cc3o2)cc1	113	88	98	81	17	nt	90	109	88
COc1ccc(-c2nc3ccccn3c2/C=C/C(=O)c2cc(OC)c(OC)c(OC)c2)cc1OC	3.9*	-4.4*	23	18	nt	-5.6*	51	0.6*	16

(continued)
SMILES	KM12	NCI/ADR-RES	NCI-H226	COLO 205	IGROV1	NCI-H522	NCI-H322M	NCI-H460	NCI-H23
O=C1c2cccc3c2C2(O)c4c1cccc4C(=O)c1cccc(c12)C3=O	91	84	112	105	119	101	105	107	104
NC(=O)c1ncn([C@@H]2O[C@H](CO)[C@@H](O)[C@H]2O)c1N	96	92	97	102	96	94	98	102	92
N#Cc1c(-c2ccc(Br)cc2)cc(-c2c[nH]c3ccccc23)nc1-c1c[nH]c2ccccc12	100	100	88	111	74	95	105	106	94
CSc1cc(Cl)nc(N)n1	112	103	106	127	106	98	116	101	105
C=C1C(=O)O[C@@H]2[C@H]3[C@H](COC(=O)CC(C)C)[C@@H](OC(C)=O)C[C@H]3C(=C)[C@@H](O)C[C@@H]12	98	104	89	98	93	50	95	97	96
O=C1C(c2c[nH]c3ccccc23)=C(c2coc3cc(Br)ccc23)C(=O)N1O	98	105	87	117	85	89	97	97	93
S=c1nc(-c2ccccn2)c(-c2ccccn2)n[nH]1	97	102	101	115	103	83	103	112	100
O=C(O)c1ccc(N/N=C\c2cc(=O)[nH]c(=O)[nH]2)cc1	111	110	111	127	133	106	129	102	97
CCN1CCN(c2nc(O)c(/C=C3\C=Nc4ccccc43)s2)CC1	100	99	103	119	114	86	92	109	98
O=C(Nc1ncc(Cc2cc(C(F)(F)F)ccc2Cl)s1)c1ccc2nnsc2c1	60	61	68	69	63	52	68	49	60
COc1ccc2c(c1)OCN(c1nccnn1)C2	107	108	93	109	104	96	102	100	98
Cc1ncc(O)c(CO)c1O	105	101	99	100	117	116	111	107	108
COc1ccc2[nH]cc(-c3nc(-c4ccsc4)cs3)c2c1	100	103	81	105	93	70	nt	nt	88
COc1ccc(N(C(=O)c2cccc(OC)c2)C(C(=O)NC(C)(C)C)c2cc3c(C)cc(C)cc3nc2Cl)cc1 (stereo not drawn)	75	86	82	93	82	86	85	80	88
CCCNC(=S)Nc1ccccc1	136	111	nt	118	105	100	115	115	107
O=c1[nH]ccc2c(S(=O)(=O)N3CCCNCC3)cccc12	93	75	82	112	31	17	30	95	79
COc1ccc2c(CSc3nc(-c4ccc(Cl)cc4)c(C#N)c(=O)[nH]3)cc(=O)oc2c1	109	104	93	114	105	96	88	108	94
N#Cc1ccc(C(=O)CSc2nc3c(c(Nc4ccc(S(N)(=O)=O)cc4)n2)CCC3)cc1	64	53	54	87	16	45	75	40	-0.9*
Nc1nc2nc(Br)[nH]c2c(=O)[nH]1	106	101	91	103	104	101	97	104	105
[O-]/[N+](=N/O)c1cccc2ccccc12	85	90	76	89	88	92	95	93	74
CCCC(=O)Oc1ccc(/C(=C(\C)c2ccc(Cl)cc2)c2ccc(OCCN(CC)CC)cc2)cc1	-44*	-7.0*	68	-84*	13	-55*	24	-84*	-33*
Cc1ccc(C(=O)C[n+]2cn(CCC(=O)Nc3cccc4cccnc34)c3ccccc32)cc1	95	102	97	94	78	97	105	101	95
COc1ccc(-c2nc3ccc(-c4nnc(SCC(=O)Nc5ccccc5)o4)cc3[nH]2)cc1OC	99	104	97	119	94	96	91	113	100
C=C(C)[C@@H]1CC[C@]2(C(=O)N3CCN(C)CC3)CC[C@]3(C)[C@H](CC[C@@H]4[C@@]5(C)CCCNC(C)(C)[C@@H]5CC[C@]43C)[C@@H]12	82	92	107	96	102	95	94	84	92
